From PubChem
p-CIP stab down = p/CIP-EGFP fusion destabilizers, primary screen, fluorescence, F442A cells | Q05BA5 | 16 h | decrease of EGFP signal, % at 10 µM | 290,000 tested, 0.01% active | AID 1984, 2009;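 active = EGFP signal decrease of at least 30% at 10 µM or well 3 SD below plate mean, unless failing retest; inactive = the rest, including hits failing retest or dose response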; also: some compounds called inactive have numbers as strong as hits; many of its hits are not listed in these tables
SUMO HTRF inh = inhibitors of in vitro SUMOylation cascade, primary screen, biochemical, HTRF, uHTS; SUMO-conjugating enzyme UBC9 (Homo sapiens), P63279; HTRF SUMOylation assay, SAE1/SAE2 + UBC9; inhibition, % at 35 µM; 290,000 tested, 0.36% active; AID 2006, 2009; in the data active = inhibition above about 50%, passing the limit was not always enough; also: strong numbers were not always called active
IMP-1 inh = IMP-1 metallo-beta-lactamase inhibitors, primary screen, biochemical, epi-absorbance readout, Pseudomonas aeruginosa enzyme. metallo-beta-lactamase IMP-1 (Pseudomonas aeruginosa). purified IMP-1, nitrocefin hydrolysis, epi-absorbance fluorescence. inhibition, % at 5.6 µM. 290,000 tested, 0.45% active;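 active = inhibition above the mean plus 3 SD of all compounds in the same screening run, cut at about 4.5% in these data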;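 also: 0% = IMP-1 with DMSO and 100% = DMSO wells lacking enzyme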
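Assay system: purified recombinant IMP-1 beta-lactamase. Input: IMP-1 0.2 nM before substrate addition. Buffer or medium: Zinc- and detergent-supplemented HEPES buffer, pH 7.1. Schedule: 25 °C, 15 min preincubation, 25 min reaction. Signal: Epi-absorbance fluorescence, 480 nm excitation, 530 nm emission. Evaluation: percent inhibition from optical density relative to buffer-blank wells.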
DNA FID counter = compounds displacing fluorescent DNA intercalator, primary screen, artefact control for HCV NS3 helicase inhibitor project, biochemical, FID fluorescence; DNA fluorescent intercalator displacement; inhibition, % at 7.9 µM; 290,000 tested, 0.17% active; in the data active = inhibition above about 37%;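 also: 0% = vehicle and 100% = reference compound; higher means more ethidium bromide displaced from hairpin DNA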
VIM-2 inhibitor = VIM-2 metallo-beta-lactamase inhibitors, primary screen, biochemical, epi-absorbance readout, Pseudomonas aeruginosa enzyme; inhibition, % at 5.6 µM; purified VIM-2, nitrocefin hydrolysis, epi-absorbance fluorescence; 290,000 tested, 0.89% active;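 active = inhibition above the mean of all tested compounds plus 3 SD, cutoff set per screening run, cut at about 7.5% in these data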;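 also: red hydrolysis product quenches plate fluorescence so inhibitors raise well fluorescence; 0% = enzyme with DMSO and 100% = DMSO without enzyme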
IDE act = human IDE activators in live cells, primary screen, fluorescence polarization, HEK cells, FAbeta-B substrate; Insulin-degrading enzyme (Homo sapiens), P14735; FAbeta-B cleavage; 0% vehicle, 100% cell-free pure enzyme wells; activation, % at 5.96 µM; 340,000 tested, 0.073% active; AID 493087, 2011;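 active = activation above the mean of all tested compounds plus 3 SD, set per screening campaign, cut at about 17% in these data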
Target sequence (P14735 whole entry, looked up): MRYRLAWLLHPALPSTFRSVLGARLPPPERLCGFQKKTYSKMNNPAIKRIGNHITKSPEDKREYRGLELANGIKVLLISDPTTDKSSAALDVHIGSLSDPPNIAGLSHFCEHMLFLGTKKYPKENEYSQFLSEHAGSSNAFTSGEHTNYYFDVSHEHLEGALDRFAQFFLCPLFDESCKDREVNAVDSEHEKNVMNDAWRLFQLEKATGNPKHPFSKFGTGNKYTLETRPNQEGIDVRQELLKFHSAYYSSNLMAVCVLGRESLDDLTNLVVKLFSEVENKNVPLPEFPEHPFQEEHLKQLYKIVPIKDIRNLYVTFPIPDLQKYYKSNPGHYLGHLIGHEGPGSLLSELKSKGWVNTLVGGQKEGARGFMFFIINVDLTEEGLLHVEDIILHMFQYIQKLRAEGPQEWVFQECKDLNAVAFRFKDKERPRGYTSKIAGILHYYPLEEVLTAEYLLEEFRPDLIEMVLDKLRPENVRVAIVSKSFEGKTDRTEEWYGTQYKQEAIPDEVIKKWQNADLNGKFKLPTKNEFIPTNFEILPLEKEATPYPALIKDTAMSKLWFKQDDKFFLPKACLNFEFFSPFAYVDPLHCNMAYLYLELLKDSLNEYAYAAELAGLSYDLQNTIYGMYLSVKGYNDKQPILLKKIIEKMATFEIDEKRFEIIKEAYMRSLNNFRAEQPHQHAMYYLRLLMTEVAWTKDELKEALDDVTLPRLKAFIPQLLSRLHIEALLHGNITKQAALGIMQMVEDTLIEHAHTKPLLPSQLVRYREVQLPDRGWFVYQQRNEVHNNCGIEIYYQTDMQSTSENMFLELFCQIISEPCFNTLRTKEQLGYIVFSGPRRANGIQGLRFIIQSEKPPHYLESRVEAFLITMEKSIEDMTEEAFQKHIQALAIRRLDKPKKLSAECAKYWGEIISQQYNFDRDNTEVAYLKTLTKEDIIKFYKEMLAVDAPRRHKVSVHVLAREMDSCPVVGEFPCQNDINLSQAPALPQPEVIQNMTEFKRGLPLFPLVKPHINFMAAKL
M18AAP inhibitor = PfM18AAP inhibitors, malaria aminopeptidase, primary screen, biochemical, QFRET, recombinant enzyme; M18 aspartyl aminopeptidase (Plasmodium falciparum 3D7); H-Glu-NHMec fluorogenic cleavage; inhibition, % at 7.35 µM; 290,000 tested, 1.2% active; AID 1822, 2009;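 active = inhibition above the campaign mean inhibition over all tested compounds plus 3 SD, cut at about 28% in these data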;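 also: 0% = plate median of test compound wells and 100% = 2 mM ZnCl2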
IDE inh = human IDE inhibitors in live cells, primary screen, fluorescence polarization, HEK cells, FAbetaB substrate | Insulin-degrading enzyme (Homo sapiens), P14735 | FAbetaB cleavage | inhibition, % at 5.59 µM | 320,000 tested, 0.41% active | AID 434962, 2010;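 active = percent inhibition above the average of all tested compounds plus 3 SD, set per screening campaign, cut at about 16% in these data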;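 also: IDE supplied by intact live HEK cells; FP after avidin binding of uncleaved biotin substrate so inhibition keeps polarization high; 0% = DMSO wells and 100% = 60 µM reference IDE inhibitor Ii1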
HCV NS3 hel inh = inhibitors of HCV NS3 helicase, primary screen, biochemical, Cy5 molecular beacon fluorescence; NS3 helicase DNA unwinding; inhibition, % at 10.9 µM; 290,000 tested, 0.56% active;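 active = inhibition above the mean of all tested compounds plus 3 SD, set per campaign, cut at about 35% in these data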;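 also: 0% = DMSO wells and 100% = thioflavine S control wells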
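Control set: DMSO versus 110 µM thioflavine S; Material: NS3 helicase fragment of HCV; Measured by: Cy5 fluorescence at 0 and 60 min, beacon hairpin quenching; Read-out basis: percent inhibition from t60/t0 fluorescence ratio; Times: reaction time 60 min, 25 °C; Repeats: single replicate; Compound dosing: single dose, 10.9 µM nominal final, DMSO 0.8% final.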
* = called active by the depositor; . = not tested or not shown.

| molecule | p-CIP stab down | SUMO HTRF inh | IMP-1 inh | DNA FID counter | VIM-2 inhibitor | IDE act | M18AAP inhibitor | IDE inh | HCV NS3 hel inh |
| --- | --- | --- | --- | --- | --- | --- | --- | --- | --- |
| Cc1cc(NC(=O)c2cccs2)ncc1NC(=O)c1cccc(F)c1 | -14 | -12 | -1.2 | -5 | -2.3 | -4 | 3 | -3 | -1 |
| COc1cc([N+](=O)[O-])ccc1N/C=C/C(=O)c1cccs1 | -2 | 23 | -0.7 | 0 | 0.0 | 2 | 3 | 9 | -4 |
| COc1ccc(N(C(C)C(=O)N/N=C(\C)C(C)(C)C)S(C)(=O)=O)cc1 (stereo unspecified) | -3 | 2 | -1.1 | -12 | -2.6 | 2 | -1 | 2 | 1 |
| COCCN(C(=O)COC(=O)CC1CCCCC1)c1c(N)n(Cc2ccccc2)c(=O)[nH]c1=O | -1 | -4 | -2.0 | -37 | 0.0 | -2 | 4 | 1 | 2 |
| O=C(CSc1nc2ccccc2n1CC(=O)N1CCCC1)Nc1ccc2c(c1)OCO2 | -4 | -3 | -3.1 | -19 | -1.4 | -3 | 1 | 7 | -6 |
| Cc1ccc(C(=O)NNC(=O)c2ccc3ccccc3c2O)cc1 | 20 | -12 | -2.9 | -7 | -3.4 | 11 | 28 | -1 | 5 |
| Cc1ccc(C(C)C)c(OCC(=O)N2CCOCC2)c1 | -6 | 11 | -3.0 | -12 | -0.5 | 1 | 11 | 2 | 1 |
| O=C(NCCc1ccccc1F)/C(=C/c1cccnc1)NC(=O)c1ccccc1 | 2 | 8 | 1.1 | -6 | 0.5 | 5 | -11 | 4 | 12 |
| CS(=O)(=O)NCCNc1ccc(C(F)(F)F)cc1[N+](=O)[O-] | -7 | 1 | -2.7 | 4 | -2.5 | 2 | -1 | 6 | -12 |
| Clc1ccc(-c2csc(=Nc3cccnc3)n2CCCn2ccnc2)cc1Cl | 5 | -5 | -0.7 | 6 | 30* | -1 | 3 | 2 | -31 |
| Clc1ccc(Cn2c(-c3cccnc3Cl)nc3ccccc32)cc1 | 2 | -13 | -0.7 | -27 | -1.0 | 0 | -5 | 2 | -4 |
| CCN1C(=O)CC(c2ccc(OC(C)C)cc2)C1=O (stereo unspecified) | 3 | 2 | -1.6 | -6 | -0.9 | 4 | -7 | 1 | 5 |
| CCOC(=O)c1cnc(SCc2nc(N)nc(Nc3ccccc3)n2)nc1N | 2 | 4 | -4.2 | -14 | -1.0 | -1 | -1 | 0 | 2 |
| Oc1ccc(F)cc1-c1cc(-c2ccc3c(c2)OCCO3)n[nH]1 | -7 | -6 | -3.4 | 0 | -1.8 | 6 | 5 | -5 | -9 |
| CN(C/C=C/c1ccccc1)C1CCCCC1 | -14 | 21 | -0.1 | 0 | -0.1 | 4 | 0 | 2 | 0 |
| CCCCC(=O)Nc1ccc(N2CCN(c3ccc(F)cc3)CC2)cc1 | 2 | -4 | -1.3 | -8 | -0.4 | 2 | -3 | 1 | 9 |
| CCCCN(Cc1ccco1)S(=O)(=O)c1c[nH]c(C(=O)OC)c1 | -5 | 7 | -0.7 | -18 | 1.8 | -2 | -16 | -1 | -4 |
| O=C(COC(=O)/C=C/c1ccco1)Nc1cccc([N+](=O)[O-])c1 | -13 | 22 | 0.3 | -9 | -0.7 | 7 | 2 | -4 | 38* |
| CC(=O)N/C(=C\c1ccccc1)C(=O)NC(C)C(=O)O (stereo unspecified) | -23 | 18 | -0.6 | 5 | -0.8 | -1 | -11 | 1 | 6 |
| Cc1cc(C)n(-c2ccc(C(=O)NC(C)C)cc2)n1 | -12 | 23 | 1.4 | -1 | 0.3 | 6 | -12 | 2 | -1 |
| Cc1cc(N2CCOCC2)nc(-c2ccc([N+](=O)[O-])cc2)n1 | -16 | 5 | -3.9 | 3 | -2.1 | 1 | -3 | 9 | 9 |
| Oc1ccccc1-c1nnc(-c2ccc(C(F)(F)F)cc2)o1 | -12 | 16 | -0.4 | -4 | -2.3 | 2 | 11 | -5 | 4 |
| O=C(N/N=C/c1cc2c(cc1Cl)OCO2)c1ccncc1 | 0 | 5 | -0.6 | -8 | -2.1 | -6 | 4 | -1 | 15 |
| O=C(CSc1nnc(SCc2ccc(Cl)cc2)s1)N1CCOCC1 | -20 | 6 | -2.0 | -7 | -1.4 | 3 | -9 | 5 | 1 |
| CC1(OC(=O)C2CCCC2)C(=O)C=C2C=C(c3ccsc3)N(C(CO)CO)C=C2C1=O (stereo unspecified) | 4 | 12 | . | . | . | 1 | . | -6 | . |
| CC(=O)c1cccc(NC(=O)C2CCCN(S(=O)(=O)c3ccccc3)C2)c1 (stereo unspecified) | -5 | -6 | -0.1 | -20 | 0.2 | 3 | -13 | 2 | -18 |
| COc1cccc(C2C3=C(CCCC3=O)Nc3nc(-c4cc(OC)c(OC)c(OC)c4)nn32)c1 (stereo unspecified) | -13 | 6 | -1.0 | -13 | -3.9 | -1 | 4 | 1 | 3 |
| O=C(Cn1nnc(-c2ccccc2)n1)N/N=C/c1ccco1 | 2 | 0 | -2.0 | -1 | -3.3 | -5 | -2 | -3 | 3 |
| CCCc1cc(C(N)=O)c(NC(C)=O)s1 | 10 | -5 | -1.1 | -3 | 0.0 | -3 | 1 | -5 | 3 |
| COc1ccc(C(=O)N=C2SC3CS(=O)(=O)CC3N2c2ccc(N(C)C)cc2)cc1OC (stereo unspecified) | -8 | 26 | -0.1 | -28 | 1.5 | -2 | 0 | -2 | -24 |
| Cc1ccccc1Oc1nc2ccccn2c(=O)c1/C=C(\C#N)C(=O)Nc1c(C)n(C)n(-c2ccccc2)c1=O | -6 | 29 | -2.8 | -12 | -0.6 | -2 | 5 | 1 | -9 |
| COc1ncnc2sc(-c3ccccc3)cc12 | -6 | 15 | -0.9 | 3 | -0.1 | -5 | -6 | 4 | 4 |
| N#Cc1ccccc1NC(=O)CSc1nnc(-c2ccncc2)o1 | 14 | -2 | -1.5 | 0 | -0.4 | -7 | -1 | 10 | -10 |
| O=C(NCc1cc([N+](=O)[O-])ccc1O)c1cccnc1Sc1ccc(Cl)cc1 | -9 | 9 | -1.4 | 11 | -1.2 | 8 | -11 | -3 | -3 |
| COC(=O)CCSc1nc(N2CCOCC2)c2c(c1C#N)CC(C)(C)OC2 | 2 | 6 | -1.7 | -25 | 1.6 | 3 | -3 | 2 | -15 |
| CC(C)CNC(=O)COC(=O)c1cc(S(=O)(=O)N(C)C)ccc1N1CCCC1 | -10 | 24 | -3.6 | -19 | -1.7 | -5 | 0 | -1 | -4 |
| CCOC(=O)N/N=C/c1c(F)cccc1F | 9 | 20 | -0.5 | -1 | -2.7 | 5 | -6 | 4 | -4 |
| Cc1ccc(S(=O)(=O)c2nc(C(C)(C)C)oc2N2CCOCC2)cc1 | 0 | 6 | -3.9 | 2 | -5.7 | 3 | 8 | 0 | 1 |
| Cc1c(NC(=O)Nc2c(Cl)cccc2Cl)c(=O)n(-c2ccccc2)n1C | -2 | 18 | -1.2 | -7 | 0.1 | -3 | -5 | 2 | 8 |
| CCOC(=O)C1(CCCc2ccccc2)CCN(S(=O)(=O)N(C)C)CC1 | -5 | 5 | -2.1 | -37 | -2.1 | -1 | -3 | -4 | -19 |
| CC(=O)c1cccc(CN2CCCCC2C(=O)Nc2ccc(Oc3ccccc3)nc2)c1 (stereo unspecified) | -5 | -1 | -2.1 | -8 | -2.1 | -6 | -1 | -6 | -14 |
| CCOc1cc(/C=N/NC(=O)C(=O)Nc2cc(Cl)ccc2C)ccc1O | -7 | 16 | 1.1 | -6 | 2.8 | 2 | -8 | -2 | 3 |
| C=CCNc1cc(N2CCCC2)ccc1[N+](=O)[O-] | -17 | 2 | -4.0 | -2 | 4.1 | -3 | 7 | -1 | 19 |
| Cc1cc(NC(=O)NN2CCOCC2)nn1-c1c(Cl)cc(Cl)cc1Cl | -17 | 10 | -1.5 | -21 | -3.5 | 4 | -1 | -1 | 3 |
| CCOc1cc2[nH]c(=O)n(CCC(=O)NCCc3ccc(OC)c(OC)c3)c(=O)c2cc1OCC | -14 | 12 | -4.7 | -3 | -4.9 | 6 | 1 | -4 | 3 |
| CC1Cc2ccccc2N1CC(=O)c1c(N)n(Cc2ccccc2)c(=O)n(C)c1=O (stereo unspecified) | -5 | -8 | -4.0 | -14 | -1.3 | 4 | 4 | -3 | 8 |
| O=C1C(=O)N(CCN2CCOCC2)C(c2ccc(Cl)c(Cl)c2)/C1=C(/O)c1ccc2c(c1)OCO2 (stereo unspecified) | -3 | 6 | -0.2 | -67 | -1.7 | 5 | 17 | 3 | 17 |
| CCN(Cc1ccncc1)C(=O)c1cc(COc2c(C)cccc2C)on1 | -4 | 3 | -3.3 | -41 | -2.7 | -1 | -1 | 6 | -5 |
| Cc1ccc2nc(-c3ccncc3)c(NC3CCCCC3)n2c1 | 1 | 2 | -3.5 | -10 | 0.1 | 5 | 2 | 5 | -6 |
| O=C(c1ccco1)N1CCC(c2nc3c(nnn3Cc3ccccc3Cl)c(=O)[nH]2)CC1 | 2 | -8 | -3.4 | -31 | 0.0 | 1 | 0 | 2 | 4 |
| CCc1c(C)nc2ncnn2c1N1CCC(C(=O)Nc2ccc(C)cc2)CC1 | -8 | 12 | -2.0 | -28 | -1.7 | -15 | 1 | 4 | -3 |
| Cc1nc(C(=O)Nc2ccccc2)sc1C(=O)Nc1ccccc1 | -10 | 16 | -1.8 | -7 | -2.5 | -7 | 6 | 0 | -2 |
| CCCCOc1ccc(C(=O)N/C(=C\c2ccc(OC)cc2)C(=O)OCc2ccco2)cc1 | -4 | -5 | -2.7 | -17 | -2.1 | 7 | 5 | 0 | -7 |
| CCCCCNC(=O)c1cccnc1SCC(=O)Nc1ccccc1OC | -2 | -13 | -2.0 | -19 | -1.5 | 0 | -9 | 5 | 2 |
| CNc1nc2sc3c(c2c(=O)n1C)CC(C)(C)SC3 | 1 | 14 | -2.6 | -1 | -1.0 | 2 | 4 | 1 | 0 |
| Cn1c(N)c(C(=O)COC(=O)CCC2CCCCC2)c(=O)n(C)c1=O | -12 | 13 | -1.7 | -9 | -1.7 | 1 | 3 | -1 | -4 |
| O=C(c1ccccc1)N1CCN(C(=O)c2nn3c(C(F)(F)F)cc(-c4ccco4)nc3c2Cl)CC1 | 2 | 9 | -3.5 | -45 | 6.9 | -1 | 3 | -3 | 7 |
